Integrin act MD: integrin-mediated muscular dystrophy alleviation activation; alpha7betagal myoblasts, beta-gal FDG fluorescence, 48 h; Potency, µM (doses to about 38.3 µM), for the others: top-dose activation, usual class: activators; 350,000 tested, 0.064% active; AID 624291;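 further: potency means the concentration at half of the fitted maximal effect; 100% = response of the positive control SU9516; nearly all actives have a fitted effect of over 60% in size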
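Alpha7betagal+/- myoblasts (passage 13) were plated 16-24 hr, then exposed to compounds (1:260 dilution of DMSO stock) for 48 hours at 37C. After MPER lysis, β-galactosidase reporter activity was read as FDG fluorescence (ex 480/em 540) after 30 minutes.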
Coupling enz: inhibits coupling enzyme system, counter-screen for aldolase hits; coupling enzyme system counterscreen, AmpLite Red fluorescence; activity change, negative = inhibition, % at 58.2 µM, hits read low; 290,000 tested, 0.67% active; AID 2472; in the data active means activity change below about -30%; further: on the % scale 0 is the no-effect control and ±100 the full control effect
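Coupling enzymes only (glyceraldehyde-3-phosphate) + compound, at 57.5 uM final, 10 min RT; add substrate/coupling/AmpLite Red mix, 20 min RT; fluorescence ex 525/em 598 nm. Actives flag coupling-system interference.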
TRPV1 ag: activates the human vanilloid receptor TRPV1. TRPV1-expressing cells, Fluo-8 calcium influx, agonist mode. activation, % at 8.33 µM. 320,000 tested, 0.19% active. AID 540275; in the data active means activation above about 80%; inconclusive means between about 30% and that limit; further: 0% is about no effect
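Fluo-8 calcium influx in TRPV1-expressing cells, kinetic read (ex 480/em 520 nm). Compound added and read 3 min for agonist activity, followed by capsaicin at EC20 final and 2 min further read for enhancement.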
CXXC DNA block: inhibitors of human MLL CXXC domain-DNA interaction; Q03164; MLL-CXXC / FITC-HOXA9 DNA fluorescence polarization; Potency, µM (top dose mostly 115 µM), for inactives: at the highest dose activity change, negative = inhibition, actives largely listed as inhibitors; 290,000 tested, 0.037% active; active means well fitted inhibition curve with a large enough effect in the polarisation, with a control signal flat, not every such curve was filed as active; inconclusive means small, poorly fitted or top-dose-only effect, or effect the other way, or a change in a side signal; inactive means no such curve, though single readings can be large or run the other way; the % refers to the polarisation; further: potency means the concentration at half of the fitted maximal effect
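Steps: dispense CXXC domain solution (7 uM) → pin compounds or unlabeled HOX-A9 DNA control → 5 min ambient → add FLSN-HOX-A9 solution (50 nM) → spin → 30 min ambient → fluorescence polarization. Tris pH 7.5/NaCl/DTT/BSA buffer.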
KCNH2 WT inh: blocks the wildtype human KCNH2 potassium channel; AID 720551; 340,000 tested, 0.37% active; activity change, % at 1.84 µM; Q12809; U2OS, BacMam KCNH2, thallium flux FluxOr; active compounds read low;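 active means maximum activity change below -70%; inconclusive means maximum activity change between -70% and -50%; inactive means maximum activity change above -50%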; further: on the % scale 0 is the no-effect control and ±100 the full control effect
Target sequence (Q12809 whole entry, looked up): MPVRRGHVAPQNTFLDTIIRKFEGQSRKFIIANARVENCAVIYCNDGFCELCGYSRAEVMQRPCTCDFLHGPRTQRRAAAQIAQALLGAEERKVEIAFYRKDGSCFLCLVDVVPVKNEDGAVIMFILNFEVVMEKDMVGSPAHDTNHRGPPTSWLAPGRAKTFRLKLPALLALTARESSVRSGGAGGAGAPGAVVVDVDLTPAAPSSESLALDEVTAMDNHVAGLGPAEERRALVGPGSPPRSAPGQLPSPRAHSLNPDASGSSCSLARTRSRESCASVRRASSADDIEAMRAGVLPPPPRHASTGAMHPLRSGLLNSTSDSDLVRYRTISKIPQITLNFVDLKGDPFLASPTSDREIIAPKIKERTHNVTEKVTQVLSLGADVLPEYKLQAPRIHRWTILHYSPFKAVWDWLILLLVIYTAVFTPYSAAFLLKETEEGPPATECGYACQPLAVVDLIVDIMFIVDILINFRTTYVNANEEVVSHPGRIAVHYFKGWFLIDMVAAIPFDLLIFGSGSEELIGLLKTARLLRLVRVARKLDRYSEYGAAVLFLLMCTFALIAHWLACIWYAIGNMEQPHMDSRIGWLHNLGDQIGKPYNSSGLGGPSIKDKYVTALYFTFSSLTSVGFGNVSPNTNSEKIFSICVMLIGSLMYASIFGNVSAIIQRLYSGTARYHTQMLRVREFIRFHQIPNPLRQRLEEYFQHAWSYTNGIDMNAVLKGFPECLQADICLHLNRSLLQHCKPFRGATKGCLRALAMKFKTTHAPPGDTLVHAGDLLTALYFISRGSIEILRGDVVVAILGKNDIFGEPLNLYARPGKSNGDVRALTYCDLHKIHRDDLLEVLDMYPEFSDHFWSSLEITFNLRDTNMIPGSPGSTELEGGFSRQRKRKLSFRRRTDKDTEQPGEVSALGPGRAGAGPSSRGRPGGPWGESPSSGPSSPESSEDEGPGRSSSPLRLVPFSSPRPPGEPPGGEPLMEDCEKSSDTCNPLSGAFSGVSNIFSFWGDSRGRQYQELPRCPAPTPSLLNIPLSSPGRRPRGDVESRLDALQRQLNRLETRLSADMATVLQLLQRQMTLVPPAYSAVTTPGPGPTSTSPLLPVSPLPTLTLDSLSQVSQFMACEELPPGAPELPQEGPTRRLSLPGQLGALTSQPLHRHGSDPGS
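U2OS cells were transduced with wild-type KCNH2 virus (2.03 x 10^8 / mL) for 4 h at room temperature, then cultured overnight at 37 C. Thallium flux was read with FluxOr dye. Rate constants were normalized to DMSO controls.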
KCNH2 3.1 block: KCNH2 3.1 (human) potassium channel inhibition | U2OS KCNH2 3.1, thallium flux FluxOr; active compounds read low | activity change, % (tested at about 1.8 µM) | 340,000 tested, 0.95% active;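 active means maximum activity change below -70%; inconclusive means maximum activity change from -70% to -50%; inactive means maximum activity change above -50%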;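 further: thallium influx rate constant from kinetic fluorescence after stimulation buffer; on the % scale 0 is the no-effect control and ±100 the full control effect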
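Thallium flux via FluxOr fluorescence (Red40 quencher, 45 min loading) in U2OS cells virally expressing the KCNH2 3.1 isoform (1.77 x 10^8 /mL virus, overnight at 37 C). Rate constants from 2-min kinetic reads post-stimulation, normalised to positive and negative controls.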
S-ASM inh: human S-ASM enzyme inhibition; P17405; placental ASM, HMU-PC fluorogenic substrate, 60 min; Potency, µM (titrated, usually from 57.5 µM), for the others: top-dose activity change, negative = inhibition, hits mostly inhibitors; 340,000 tested, 0.006% active; AID 504937; further: potency means the concentration at half of the fitted maximal effect
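HMU-PC0 cleavage (9 uM final) by human placental ASM, 60 min at 37 °C following 10 min compound exposure at RT; stopped at pH 10, fluorescence Ex 386/Em 447 nm.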
AT treatment: candidate therapy for ataxia-telangiectasia; AID 485349; Potency, µM (titrated, usually from 57.5 µM), for inactives: top-dose activation, usual class: activators; 320,000 tested, 0.19% active; […] A-T fibroblasts, KAP-1 phosphorylation AlphaLISA; neocarzinostatin DNA damage 30 min before lysis; further: potency means the concentration at half of the fitted maximal effect; % of control where 0% means no effect; nearly all actives have a fitted effect of over 45% in size
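ATM-like activity read as KAP-1 phosphorylation via AlphaLISA donor/acceptor antibody pairs after lysis and 6 hr at 25C. Cells were ATM-null patient fibroblasts ([…], hTERT), dosed 60 min, then exposed to the DSB inducer NCS for 30 min.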
GALK inhibitor: blocks human galactokinase activity | P51570 | 270,000 tested, 0.007% active | Purified GALK, Kinase-Glo residual ATP luminescence | Potency, µM (top dose mostly 57.5 µM), for the others: top-dose activity change, negative = inhibition, most hits filed as inhibitors; further: potency means the concentration at half of the fitted maximal effect; on the % scale 0 is the no-effect control and ±100 the full control effect
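Galactose (100 uM) and ATP (35 uM) were turned over by 5 nM GALK for 1 h at RT. Kinase-Glo Plus then converted the remaining ATP into a luminescent signal.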
MBNL1 CUG block: blocks human MBNL1 binding to CUG repeat RNA; Q9NR56; Potency, µM (highest dose often 57.5 µM), without a hit: top-dose activity change, negative = inhibition, hits mostly inhibitors; TR-FRET MBNL1-His/biotin-(CUG)12 binding, 665/545 ratio; 280,000 tested, 0.036% active; AID 2675; active means well fitted inhibition curve with a large enough effect in the signal ratio, with a control signal flat, not every such curve was filed as active; inconclusive means small, poorly fitted or top-dose-only effect, or effect the other way, or a change in a side signal; inactive means no such curve, though single readings can be large or run the other way; the % refers to the signal ratio; further: potency means the concentration at half of the fitted maximal effect; on the % scale 0 is the no-effect control and ±100 the full control effect
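Compounds (final 92 nM to 58 uM) are added to His-tagged MBNL1 and biotin-(CUG)12, then terbium anti-His antibody and streptavidin-XL665 (5 nM final). After 60 min at room temperature, the 665/545 nm ratio is read.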
Starred values were filed as active, the others as inactive; ? = inconclusive; nt = no result given; [ ] = remark or other dose. Unless noted, the call rests on the fitted dose curve; in most records, active means well fitted curve in the direction sought with a large enough effect; inconclusive means small, poorly fitted or top-dose-only effect, or another doubt; inactive means no such curve, though single readings can be large; an effect the other way counts as inactive or inconclusive. Rows are unselected (roughly 2% active in at least one column).

SMILES	Integrin act MD	Coupling enz	TRPV1 ag	CXXC DNA block	KCNH2 WT inh	KCNH2 3.1 block	S-ASM inh	AT treatment	GALK inhibitor	MBNL1 CUG block
CCOc1ccc(C(=S)N2CCCC2)cc1	2.6%	-1.1	2.1	4.3%	3.7	4.2	5.1%	-0.9%	-3.4%	0.5%
COc1ccc(NC(=O)CCN2C(=O)C3C4C=CC(C4)C3C2=O)cc1 (stereo not drawn)	-13.4%	-0.6	0.7	5.8%	0.8	-1.1	-0.3%	0.4%	-1.4%	2.2%
CCOC(=O)C1=C(C)N(CCCC(=O)O)C(=O)NC1c1ccc(Cl)cc1Cl (stereo not drawn)	-4.2%	4.1	-1.0	4.0%	5.5	2.4	3.9%	-1.3%	nt	8.6%
CCOC(=O)c1c(NC(=O)CSc2cn(CC)c3ccccc23)sc2c1CCC2	-15.1%	2.1	-2.4	-0.8%	9.0	-3.6	-4.0%	22.1%	nt	?
O=C1CC(N2CCN(c3ccccc3Cl)CC2)C(=O)N1c1ccc(F)cc1 (stereo not drawn)	17.0%	3.2	-2.1	3.6%	12.7	-0.2	-0.3%	9.2%	0.6%	2.3%
CCOC(=O)[C@H]1[C@H]2COc3ccc(Br)cc3[C@H]2N2C(=O)CN(CCc3c[nH]c4ccccc34)C(=O)[C@@]12C	16.6%	nt	nt	nt	-1.9	-2.1	-1.8%	nt	nt	nt
CC(C)Cc1nnc(N)s1	22.5%	nt	nt	nt	6.7	-8.7	6.4%	nt	nt	nt
COC(=O)CSc1nnc(-c2ccc(S(=O)(=O)N3CCCCC3)cc2)o1	5.0%	0.0	3.6	-1.7%	11.9	6.5	-1.1%	-0.8%	-2.6%	-0.1%
O=C(NCC1CCCO1)C1c2ccccc2Oc2ccccc21 (stereo not drawn)	24.8%	0.0	2.7	4.5%	-9.4	11.3	-0.4%	1.4%	-1.9%	-4.4%
Cc1cc(C)c(C)c(S(=O)(=O)Nc2ccccc2C(=O)NN2CCOCC2)c1C	-1.6%	nt	nt	nt	1.4	-6.5	0.7%	14.4%	nt	nt
COc1ccc(/C=C2\CCC(C3CCCC3)C2=O)c(OC)c1OC (stereo not drawn)	9.5%	-0.9	14.9	18.9%	-1.6	7.1	-8.8%	-20.0%	0.0%	-0.6%
Cc1ccc(CNC(=O)C2CCCN2C(=O)Nc2ccc(C)cc2)cc1 (stereo not drawn)	22.5%	0.8	3.1	2.2%	3.7	5.4	-1.2%	-5.9%	8.2%	1.6%
COC(=O)c1ccc(N2C(=O)CC(NCc3ccccc3)C2=O)cc1 (stereo not drawn)	1.8%	-1.6	-1.7	2.9%	5.7	19.5	0.8%	9.2%	-1.0%	-2.3%
O=C(Nc1ccc(S(=O)(=O)N2CCCC2)cc1)c1cccs1	?	1.2	?	-2.0%	-3.2	3.1	-3.4%	-1.5%	1.6%	-1.4%
O=C(CSc1nc2ncc(Cl)cc2[nH]1)NCCc1ccc(F)cc1	7.7%	0.3	?	5.0%	3.6	-1.4	4.9%	4.2%	4.6%	-0.1%
Nc1cc(=O)[nH]n1C1CCCCC1	-14.3%	-6.0	-0.7	-9.5%	5.3	1.5	-1.7%	4.9%	-0.1%	18.9%
O=C(NCc1ccc(F)cc1)c1ccc(N2CCOCC2)c([N+](=O)[O-])c1	33.7%	3.8	?	-1.6%	-2.7	6.7	-2.4%	0.0%	8.6%	?
COc1ccc(C2c3[nH]c4ccccc4c3C[C@H]3C(=O)N(c4ccccc4C(=O)N4CCC[C@@H]4C(=O)O)C(=O)N23)cc1 (stereo partly drawn)	-42.3%	nt	5.8	nt	-9.9	1.3	2.6%	-7.3%	nt	nt
CCc1nc(NCC2CCCO2)c2oc3ccccc3c2n1 (stereo not drawn)	-22.8%	-2.9	?	4.7%	-1.6	16.3	-1.7%	5.1%	1.3%	4.9%
Nn1c(SCC(=O)N2CCCc3ccccc32)nnc1-c1ccccc1	-1.6%	3.6	1.7	5.5%	-8.1	1.5	4.9%	8.2%	-0.1%	-1.4%
COc1ccc(S(=O)(=O)N2CCC(NC(=O)Nc3ccc(C)cc3)CC2)cc1	33.5%	1.7	nt	-1.4%	-2.6	5.9	-1.9%	-2.8%	-2.4%	-2.8%
Cc1ccc(C(=O)OCC(=O)N(CCc2ccccc2)Cc2ccccc2)cc1S(=O)(=O)N1CCOCC1	7.6%	nt	1.4	nt	2.2	-8.7	0.2%	-3.4%	nt	nt
O=C(/C=C/c1ccccc1)NC(=S)NNC(=O)c1cnccn1	-40.8%[inhibitor]	0.3	-2.3	-2.7%	-5.0	7.0	3.9%	6.1%	nt	8.3%
Cc1ccc(NC(=O)CNc2cc(S(=O)(=O)N3CCOCC3)ccc2N2CCOCC2)cc1S(=O)(=O)N(C)C	?	nt	nt	nt	-18.6	-13.4	-1.1%	4.6%	nt	nt
O=C(NC12CC3CC(CC(C3)C1)C2)N(Cc1ccccc1)Cc1ccncc1	8.4%	-1.8	?	-10.1%	1.8	5.4	2.2%	7.4%	0.0%	-1.5%

Grouped by structure: the compounds so far with a COOH group
SMILES	Integrin act MD	Coupling enz	TRPV1 ag	CXXC DNA block	KCNH2 WT inh	KCNH2 3.1 block	S-ASM inh	AT treatment	GALK inhibitor	MBNL1 CUG block
CCOC(=O)C1=C(C)N(CCCC(=O)O)C(=O)NC1c1ccc(Cl)cc1Cl (stereo not drawn)	-4.2%	4.1	-1.0	4.0%	5.5	2.4	3.9%	-1.3%	nt	8.6%
COc1ccc(C2c3[nH]c4ccccc4c3C[C@H]3C(=O)N(c4ccccc4C(=O)N4CCC[C@@H]4C(=O)O)C(=O)N23)cc1 (stereo partly drawn)	-42.3%	nt	5.8	nt	-9.9	1.3	2.6%	-7.3%	nt	nt

Continuation.
SMILES	Integrin act MD	Coupling enz	TRPV1 ag	CXXC DNA block	KCNH2 WT inh	KCNH2 3.1 block	S-ASM inh	AT treatment	GALK inhibitor	MBNL1 CUG block
O=C(CNCCc1ccc(Cl)cc1Cl)NCc1ccco1	-9.5%	-3.6	0.4	1.7%	-6.6	14.1	0.5%	14.2%	-0.7%	-4.7%
Cc1cc(=O)n(CC=C(Cl)Cl)c2ccccc12	-3.8%	7.6	15.1	-2.1%	-1.8	-10.3	-0.7%	31.5%	3.3%	-12.9%
Cn1c(=O)c(Nc2ccc(Cl)cc2)c2c3c(cccc31)C(=O)c1ccccc1-2	10.7%	-3.9	12.3	?	-4.8	-15.3	?	-5.3%	0.5%	7.7%
COc1ccc(-c2cc(C(=O)Nc3ccc(C)cc3)no2)cc1	-2.9%	3.6	-3.9	2.5%	-16.0	-7.9	0.5%	nt	-2.5%	-4.0%
Cc1cc(-c2c(C(=O)N3CCOCC3)c(C)nn2-c2ccccc2)no1	2.3%	2.3	nt	-3.5%	2.0	-1.2	-1.1%	6.8%	-0.1%	nt
CC(=O)C1=C(C)Nc2ncnn2C1c1ccc(Br)cc1 (stereo not drawn)	-2.0%	1.6	1.8	-2.8%	6.3	17.3	93.5%[activator]	-10.3%	9.9%	?
Cc1ccc(/C=N/n2c(COc3ccccc3)n[nH]c2=S)s1	10.3%	-0.3	?	4.6%	-6.1	-23.3	-3.6%	10.6%	-0.2%	-8.7%
CN(C)C(=O)c1cccn(Cc2cccc(C(F)(F)F)c2)c1=O	-19.8%	0.9	-0.3	4.8%	19.8	2.8	-0.5%	-0.3%	-0.4%	-4.8%
Cc1ccc2c(c1)cc(CN(Cc1ccco1)C(=O)COc1ccccc1)c1nnnn12	-35.7%	5.8	0.8	-6.8%	-7.4	-27.5	-2.5%	-6.2%	0.4%	3.1%
Cc1nn(C(C)c2n[nH]c(=S)n2-c2ccc(F)cc2)c(C)c1[N+](=O)[O-] (stereo not drawn)	-3.1%[7.66 µM]	0.3	-1.4	4.3%	2.2	-4.6	0.2%	-4.1%	-2.2%	?
Cn1c(SCC(=O)NC(=O)CN2CCCC2=O)nnc1-c1ccc(F)cc1	-9.2%	3.6	2.5	21.6%	4.4	8.1	0.0%	4.6%	5.4%	-3.8%
COC(=O)c1cc(C(=O)Nc2ccc(C)cn2)cc([N+](=O)[O-])c1	-0.6%[7.66 µM]	2.8	-2.4	6.9%	0.6	15.2	0.8%	-4.6%	1.0%	?
Cc1nnc2n(C)c(=O)c3c4c(sc3n12)COC(C)(C)C4	9.4%	nt	nt	nt	-14.9	-12.0	1.9%	nt	nt	nt
COc1ccc2c(c1)c(C(C)=O)c(C)n2CCc1ccc(OC)c(OC)c1	?	2.8	1.9	2.7%	19.4	2.4	0.2%	-8.1%	0.7%	2.7%
CON(c1nc(N(C)C)nc(N(C)C)n1)S(=O)(=O)c1ccccc1Cl	23.1%	-1.4	17.9	-0.8%	-41.9	1.3	-0.3%	0.9%	3.8%	0.7%
O=C(CNS(=O)(=O)c1c(Cl)cccc1Cl)OCc1csc(-c2ccccc2)n1	3.8%	-1.0	-1.4	-0.4%	-9.0	-0.1	-19.5%	-8.7%	-1.1%	nt
